# High-throughput results (PubChem)
# LRH-1 inv ag: suppresses constitutive activity of human LRH-1; HEK293T StAR-luciferase reporter, LRH-1 transfected, 24 h; inhibition, % at 3.6 µM; 360,000 tested, 0.13% active;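 active means inhibition above the mean inhibition of all tested compounds plus 3 SD, cut at about 73% in these data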;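 further: 0% = DMSO wells and 100% = reporter-only cells lacking LRH-1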
# SRC2 inh: human SRC2 (NCOA2) inhibition; Q15596; HEK293 GAL4-SRC2 luciferase reporter, luminescence; inhibition, % at 9 µM; 370,000 tested, 0.17% active;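 active means inhibition above the mean inhibition of all tested compounds plus 3 SD, set per campaign, cut at about 52% in these data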;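 further: 0% = DMSO treated cells and 100% = cells given Gossypol at 36 µM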
# ABHD5-PLIN5 inh: ABHD5-PLIN5 protein interaction inhibition. Q00G26+Q8WTS1. Split G. princeps luciferase complementation, luminescence, 4 h. inhibition, % at 4 µM. 360,000 tested, 0.78% active. AID 602281;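 active means inhibition above the mean inhibition across every tested compound plus 3 SD, cut at about 22% in these data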;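 further: 0% = DMSO only wells and the 100% control is not disclosed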
# Target sequence (Q00G26 whole entry, looked up): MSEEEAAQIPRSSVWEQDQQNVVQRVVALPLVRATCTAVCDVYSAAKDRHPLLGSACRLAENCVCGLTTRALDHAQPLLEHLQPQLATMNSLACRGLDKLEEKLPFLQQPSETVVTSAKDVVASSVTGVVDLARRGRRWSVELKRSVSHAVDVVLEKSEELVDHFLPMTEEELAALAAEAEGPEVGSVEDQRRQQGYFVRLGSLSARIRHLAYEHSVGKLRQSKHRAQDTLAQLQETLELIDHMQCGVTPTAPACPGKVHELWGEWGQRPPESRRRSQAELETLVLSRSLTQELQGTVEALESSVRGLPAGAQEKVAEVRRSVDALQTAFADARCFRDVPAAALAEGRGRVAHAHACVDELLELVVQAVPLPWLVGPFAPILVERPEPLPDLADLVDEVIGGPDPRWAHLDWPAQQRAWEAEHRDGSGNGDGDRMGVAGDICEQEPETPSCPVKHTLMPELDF
# Target sequence (Q8WTS1 whole entry, looked up): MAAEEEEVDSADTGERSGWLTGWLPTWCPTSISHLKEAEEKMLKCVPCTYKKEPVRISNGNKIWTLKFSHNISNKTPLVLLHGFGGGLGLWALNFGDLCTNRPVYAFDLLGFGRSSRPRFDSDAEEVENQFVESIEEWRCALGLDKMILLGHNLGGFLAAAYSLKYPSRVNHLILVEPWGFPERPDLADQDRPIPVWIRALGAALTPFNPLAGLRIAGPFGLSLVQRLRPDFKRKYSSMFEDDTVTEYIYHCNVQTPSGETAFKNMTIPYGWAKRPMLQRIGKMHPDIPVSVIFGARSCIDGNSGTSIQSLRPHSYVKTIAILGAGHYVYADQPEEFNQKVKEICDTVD
# MC4R ag barr: activates human MC4R beta-arrestin recruitment. 360,000 tested, 0.98% active. activation, % at 8.9 µM. U2OS MC4R beta-arrestin complementation, luminescence; percent of melanotan II response, DMSO zero. P32245. AID 540308;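 active means activation above a per-plate cutoff, the mean activation of sample wells on that plate plus 3 SD, cut at about 8% in these data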
# NCOA3 inh: human NCOA3 inhibition; Q9Y6Q9; HEK293 GAL4-SRC3 luciferase reporter, luminescence; 360,000 tested, 0.17% active; inhibition, % at 3.6 µM;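 active means inhibition above a per-campaign cutoff, the mean of all compounds plus 3 SD, cut at about 60% in these data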;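 further: 0% = DMSO-treated cells and 100% = gossypol-treated cells at 36 µM; higher means less SRC3-driven luciferase light from the GAL4 reporter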
# NCOA1 inh: human NCOA1 inhibition; AID 588354; HEK293 GAL4-SRC1 luciferase reporter, luminescence; 360,000 tested, 0.12% active; inhibition, % at 3.6 µM;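 active means inhibition above the campaign mean plus 3 SD, with each screening campaign given its own cutoff, cut at about 60% in these data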;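 further: 0% = DMSO treated cells and 100% = gossypol at 36 µM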
# MC4R antag cAMP: human MC4R antagonism in cAMP assay. P32245. MC4R-expressing cells, MTII-stimulated cAMP, LANCE TR-FRET. inhibition, % at 6.5 µM. 360,000 tested, 0.48% active. AID 540295;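 active means inhibition above its plate's cutoff, the mean of tested wells on that plate plus 3 SD, cut at about 29% in these data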;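 further: 0% = Melanotan II alone and 100% = Melanotan II plus saturating MCL0020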
#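 Test system: U2OS cells stably expressing human melanocortin 4 receptor (MC4R); also added: Melanotan II challenge; compound: 6.5 µM single dose; timing: 30-min compound preincubation, 1-h Melanotan II challenge, 1-h detection, room temperature; signal: Eu-cAMP/anti-cAMP TR-FRET, emission 671 nm; repeats: one well per compound, no replicates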
# TLR9-MyD88 block: blocks human TLR9 binding to MyD88. Q9NR96+Q99836. CHO BLA complementation TLR9-MyD88, CCF4 FRET ratio. inhibition, % at 4.98 µM. 340,000 tested, 0.21% active. AID 504734;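 active means inhibition above the mean over all tested compounds plus 3 SD, cut at about 21% in these data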;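 further: 0% = DMSO only wells and 100% = clavulanate BLA inhibitor control wells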
# NOD2 RIPK2 PPI: NOD2-RIPK2 protein interaction inhibition; O43353; 360,000 tested, 0.38% active; CHO BLA complementation NOD2-RIPK2, CCF4 ratio; AID 624267; inhibition, % at 4.98 µM; in the data active means inhibition above about 21%;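 further: 0% = vehicle only and 100% = reference blocker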
# EBV LMP1 NFkB: reduces LMP1-driven NF-kappaB luciferase signal; inhibition, % at 12.5 µM; AID 504558; LMP1-induced NF-kappaB luciferase reporter cells, luminescence; 350,000 tested, 0.69% active; in the data active means inhibition above about 41%;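 further: 0% = neutral control wells and 100% = reference inhibitor control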
# COUP-TFII inh: blocks human COUP-TFII nuclear receptor | P24468 | 370,000 tested, 0.7% active | AID 686940 | HEK293T NGFI-A luciferase reporter, luminescence | inhibition, % at 8.6 µM;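 active means inhibition above a per-plate cutoff, mean inhibition of test wells between control levels plus 3 SD, cut at about 38% in these data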;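 further: cells cotransfected with COUP-TFII expression vector driving the NGFI-A reporter; 0% = median of COUP-TF2 test wells and 100% = reporter-only cells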
# The depositor's hits bear a star; . = no result given; & = joins results of further samples. A portion of the library; count on the stated rates, not on these rows.
# The line under a structure holds: LRH-1 inv ag	SRC2 inh	ABHD5-PLIN5 inh	MC4R ag barr	NCOA3 inh	NCOA1 inh	MC4R antag cAMP	TLR9-MyD88 block	NOD2 RIPK2 PPI	EBV LMP1 NFkB	COUP-TFII inh
CCOCCCNC(=O)c1ccc2c(c1)ncn2-c1ccc(CC)cc1
    10	-15	-2	-1.8	13	5	28	9	1	35	15
CCOc1ccc(CCNC(=O)COC(=O)/C=C/c2ccccc2OC)cc1OCC
    1	-30	-5	2.8	-23	-16	15	-6	11	4	-11
Fc1cccc(Cl)c1/C=N/n1c(-c2cccnc2)n[nH]c1=S
    2	-24	0	-1.2	-1	-18	7	-7	3	52*	-11
O=C(NN1CCOCC1)NC12CC3CC(CC(C3)C1)C2
    -7	-13	-12	0.5	0	2	10	2	-12	-6	11
Cc1cc(C(=O)OCC(=O)Nc2cccc(S(N)(=O)=O)c2)c2ccccc2n1
    10	-9	-9	-1.3	-2	-10	-2	6	-3	2	10
C[C@@H]1CN([C@H](C)CO)S(=O)(=O)c2ccc(-c3cccc(C(=O)N(C)C)c3)cc2O[C@H]1CN(C)C(=O)Nc1ccc(F)cc1
    -1	-5	-2	0.3	-6	2	7	-9	-10	-4	-4
COc1ccc(C2CC(=O)c3c(C)nc(N4CCN(c5ccccc5)CC4)nc3C2)cc1 (configuration not stated)
    0	-18	-2	-2.0	-2	-1	3	-3	-4	4	-4
COc1cccc(C(=O)N(Cc2cc3cc(C)ccc3[nH]c2=O)C(C)C)c1
    12	-4	2	-2.2	-5	1	10	-8	-9	4	13
COC(=O)c1ccc(C)c(NS(=O)(=O)c2cn(C)nc2C)c1
    -16	-13	-1	-1.1	11	-3	5	-7	-25	1	-6
CC1(C)CC(=O)c2c(O)cc(OCC(=O)NCCc3ccc(S(N)(=O)=O)cc3)cc2O1
    19	-2	-4	1.6	-18	12	-6	-1	-3	-1	-4
Cc1cc(C)cc(NC(=O)CN2CCN(C(=O)c3cccs3)CC2)c1
    -8	-31	-3	1.5	-2	3	6	-9	-2	-4	11
CNc1snc(C)c1C(=O)OCC(=O)N(C)c1ccccc1
    4	-2	-1	-1.0	-11	-7	1	6	-11	1	11
COc1cc(=O)n(C)c2cc(N(C)C)ccc12
    31	-20	-8	-0.3	13	-18	-3	0	-1	-24	-30
O=c1[nH]cnc(CN2CCCCC2)c1O
    -12	14	-4	-0.2	-12	-4	2	9	-15	0	17
O=S(=O)(Cc1ccccc1)N1CCCCCC1
    19	-6	-2	0.3	5	-19	5	-6	11	-6	2
COc1cccc(C(=O)Oc2c(CN3CCOCC3)cc(Cl)c3cccnc23)c1
    18	21	1	-1.5	20	-3	-6	-1	-1	7	7
CCCCNC(=O)C[C@@H]1C[C@@]2(C(=O)OC)CCCCC=C2N(Cc2ccco2)C1=O
    9	4	-2	.	.	.	.	.	-12	.	1
Cc1ccc(S(=O)(=O)c2nc(C)oc2N2CCOCC2)cc1
    26	8	6	-0.4	6	-13	9	3	-8	3	-7
CC(Oc1ccc2c(c1)oc(=O)c1ccccc12)C(=O)NCCN1CCOCC1 (configuration not stated)
    14	3	2	-1.4	13	-12	6	-4	-10	9	-18
COn1c(-c2ccccc2)nc2c1CCc1nonc1-2
    -9	.	2	0.7	26	0	5	6	14	3	.
CC(Sc1nc2c(c(=O)n(C)c(=O)n2C)n1Cc1cc2c(cc1Cl)OCO2)C(=O)O (configuration not stated)
    5	-51	5	0.3	2	-21	-2	-8	3	-4	7
CCCn1c(SCC(=O)N2CCN(C(C)=O)CC2)nc2sc3c(c2c1=O)CCC3
    21	-5	-2	-1.4	-2	6	-1	-8	-12	-8	-14
Cn1nnnc1SCc1nc2scc(-c3ccccc3)c2c(=O)[nH]1
    -10	6	-8	-1.4	-6	4	-5	-6	4	-3	-11
NC(=O)COc1ccc(NC(=O)CC23CC4CC(CC(C4)C2)C3)cc1
    12	-20	7	-0.3	-9	-9	-6	1	-3	12	7
CCOC(=O)[C@]12CCCC=C1N(Cc1cccc3ccccc13)C(=O)[C@H](CC(=O)NCc1ccccc1)C2
    -13	-7	0	.	.	.	.	.	-6	.	4
CCN(CC(=O)Nc1ccc(NC(C)=O)cc1)C(=O)CSc1nnc(-c2ccco2)n1CC
    -3	2	-7	1.3	4	-2	18	-8	1	1	-18
CCOC(=O)C(C(=O)Nc1cccc(C)n1)C1CCCCC1 (configuration not stated)
    -7	3	12	2.6	16	4	-7	-3	11	6	-10
COc1cccc(C(O)c2nc(-c3cccc(F)c3)cs2)c1 (configuration not stated)
    10	-20	-2	-0.1	-1	4	5	.	-2	.	0
CC(/C=N/NC(=O)Cn1nnc(N)n1)=C\c1ccc(C(C)C)cc1
    -3	-43	0	0.6	-11	-5	17	.	-2	-7	1
COc1cc2ccc(C(C)=O)cc2cc1OC
    39	-11	5	0.9	5	2	2	1	-10	-10	-9
CC1=C(C(=O)N(C)C)CC(CC(=O)NC2CCCC2)C(=O)N1Cc1ccccc1 (configuration not stated)
    -5	2	13	-1.9	-19	15	-1	-10	-2	20	-8
O=c1cc(-c2ccccc2)[nH]n1-c1ccccc1
    -13	-42	-9	0.0	-10	-25	14	-4	-6	0	8
COc1ccc(N2CCN(C(=O)c3ccc(NC(=O)C4=CSCCO4)cc3)CC2)cc1
    11	.	-2	-4.6	-11	-15	-1	-5	-1	2	.
Cc1ccc2cccc(S(=O)(=O)N3CCCc4ccccc43)c2n1
    -5	16	0	-1.8	13	-5	6	0	-9	-5	39*
Cc1ccc(C)c(NC(=O)CSc2ccc(-c3ccco3)nn2)c1
    41	5	11	1.6	14	4	0	-9	-8	-1	15
O=c1cc(-c2ccccc2)ss1
    20	4	3	-1.0	10	9	-3	-5	-3	-6	-1
CC(C)N1CCN(Cc2cccn2-c2nccs2)CC1CCO (configuration not stated)
    -6	-6	2	-2.2	2	-12	5	-11	2	1	8
CCOc1ccc(-c2nnc3ccc(SCC(=O)Nc4nc5ccc(C)cc5s4)nn23)cc1
    -7	-33	-6	-0.7	21	-10	13	7	-11	5	5
O=C(Cn1ccc2ccccc2c1=O)Nc1ccc2c(c1)OCO2
    1	3	-1	0.1	22	4	16	-8	4	-3	11
CC1Cc2ccccc2N1C(=O)COC(=O)c1ccc([N+](=O)[O-])o1 (configuration not stated)
    40	0	-3	-0.9	25	1	1	-3	-3	5	-5
CCCCN1C(=O)C(CC(=O)NCCN2CCOCC2)CC(C(=O)N2CCCCCC2)=C1C (configuration not stated)
    -9	-15	1	.	.	.	.	.	-8	.	-1
COc1ccccc1NC(=S)NNC(=O)c1cc(C)n(C)n1
    0	-10	0	-2.0	10	-7	-3	7	-1	-9	5
COc1ccc(S(=O)(=O)N2CCC(C(N)=O)CC2)cc1C(=O)N1CCCCCC1
    -15	-5	-2	0.4	-6	3	8	4	-8	-3	15
CCN(Cc1ccncc1)S(=O)(=O)c1ccc(C(C)=O)cc1
    17	21	12	-2.0	16	9	3	3	-8	8	17
COC(=O)[C@@]12C[C@@H](CC(=O)NCc3cccc4ccccc34)C(=O)N(Cc3ccc4c(c3)OCO4)C1=CCC(C)(C)C2
    -25	14	10	.	.	.	.	.	-13	.	13
CSc1ccc(COC(=O)CCS(=O)(=O)c2ccc(C)cc2)cc1
    25	16	-4	4.0	-6	-14	17	-13	-4	-7	11
Cc1[nH]c(-c2ccccn2)nc(=S)c1Cl
    4	8	2	-1.1	-5	11	3	0	2	3	-2
COc1ccc2ccccc2c1CNC(=O)CC1C(=O)NCCN1CC(C)C (configuration not stated)
    9	-28	14	3.3	14	12	4	-3	2	-13	8
CCOC(=O)C1=C(C)NC(C)=C(C(=O)OCC)C1C(=O)OC1CCOC1=O (configuration not stated)
    -10&-25	-19&-24	6&3	-0.7&-2.0	2&11	4&13	6&-1	-16&-3	-10&4	-3&-2	-5&6
NC(=O)CC(NC(=O)Cc1ccc(Br)cc1)c1ccc(NCCN2CCCC2)c([N+](=O)[O-])c1 (configuration not stated)
    -10	0	6	-1.1	-5	3	-3	0	2	3	-10
CCCCC(=O)Oc1c(S(=O)(=O)c2ccc(C)cc2)c(C)nn1C(C)(C)C
    -5	-19	-2	0.7	21	-4	9	-2	3	11	-31
Cc1ccc(S(=O)(=O)N2CCCCC2CCNC(=O)C(=O)NCc2ccco2)cc1 (configuration not stated)
    18	-40	-2	-1.7	11	-7	-2	-4	4	-5	10
COc1cccc(Nc2nnc(SCC(=O)N(CC(C)C)CC(C)C)s2)c1
    6	-55	-3	-0.1	11	1	7	-2	5	-1	0
CCOc1ccc(C(=O)Nc2nc3ccccc3[nH]2)cc1OCC
    -26	-9	0	-1.1	-29	-14	3	-1	2	11	52*
COc1ccc(CC(=O)N2CC(=O)N(CCc3ccccc3)C(=O)C2)cc1
    -14	11	0	-0.2	5	-7	10	-14	-3	-4	0
COC(=O)Cc1ccc(NC(=S)NCc2ccc(OC)cc2)cc1
    -2	-43	-1	-1.1	2	-13	-5	0	-4	-5	15
CSc1ccccc1C(=O)Nc1nc2ccccc2c(=O)[nH]1
    -60	-45	7	0.4	-9	-40	0	11	-1	-9	-30
Nc1c(C(=O)O)sc2nc(-c3ccc(F)cc3)cc(-c3ccccc3)c12
    -2	15	-3	-1.5	2	-21	15	-11	5	1	3
CCN1C/C(=C\c2cc(OC)c(OC)c(OC)c2)C2=NN(c3ccccc3)C(c3cc(OC)c(OC)c(OC)c3)C2C1 (configuration not stated)
    3	-1	8	0.7	3	-9	-5	5	6	2	-37
CCCCN(C(=O)CSc1nnc(-c2ccccc2OC)n1C)c1c(N)n(Cc2ccccc2)c(=O)[nH]c1=O
    11	-6	5	1.0	5	6	11	-11	2	6	2

# The list continues:
# The line under a structure holds: LRH-1 inv ag	SRC2 inh	ABHD5-PLIN5 inh	MC4R ag barr	NCOA3 inh	NCOA1 inh	MC4R antag cAMP	TLR9-MyD88 block	NOD2 RIPK2 PPI	EBV LMP1 NFkB	COUP-TFII inh
CC1=C(C(=O)Nc2ccccc2)C(c2ccc(C)o2)n2ncnc2N1 (configuration not stated)
    -11	19	-1	-1.9	-6	-3	4	-4	-7	-4	-15
Cn1cc(C(=O)N/N=C/c2ccc(Br)c([N+](=O)[O-])c2)c2ccccc21
    5	0	2	-1.1	4	-24	4	.	-2	.	-10
COc1ccc(Cn2c(=S)[nH]c3cc(C(=O)N4CCCCC4)ccc3c2=O)cc1
    -13	-3	-1	-0.4	-5	4	6	11	0	2	-16
CCOc1ccc(CCNC(=O)Cn2c(=O)c3cccn3c3cccnc32)cc1
    1	1	1	-1.9	-4	-18	-3	4	2	-2	-19
Cn1c(=O)c2c(nc(CN3CCN(CCO)CC3)n2CCc2ccccc2)n(C)c1=O
    -3	-31	-1	0.4	-1	-14	6	3	13	12	3
Cc1ccc(S(=O)(=O)NCCC(=O)NCCc2ccccc2)cc1
    -16	-23	-11	-1.2	-25	-13	6	-3	6	0	-9
